# Screening data as filed in PubChem BioAssay.
# Anthrax LF inh2: anthrax lethal factor protease inhibition; inhibition, % at 10 µM; multiplex microsphere protease cleavage assay, LF; 360,000 tested, 0.12% active; AID 588501; P15917; further: plate controls were buffer without enzyme for full effect and enzyme alone for no effect
# DUSP3 inh: inhibitors of human VHR1 phosphatase (DUSP3) | P51452 | recombinant VHR phosphatase, pNPP absorbance | AID 1654 | inhibition, % at 13.3 µM | 290,000 tested, 0.52% active; in the data active means inhibition above about 50%; further: some compounds called inactive have numbers as strong as hits
# Target sequence (P51452 whole entry, looked up): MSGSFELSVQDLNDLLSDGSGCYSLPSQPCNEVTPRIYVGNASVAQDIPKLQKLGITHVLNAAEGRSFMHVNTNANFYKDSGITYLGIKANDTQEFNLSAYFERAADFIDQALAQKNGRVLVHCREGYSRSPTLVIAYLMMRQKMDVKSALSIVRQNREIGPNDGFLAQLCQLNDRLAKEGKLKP
# Rv3671c inh: Rv3671c (M. tuberculosis) protease inhibition; inhibition, % at 5.96 µM; 320,000 tested, 0.048% active; in the data active means inhibition above about 38%;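 further: extracellular domain of Rv3671c used as enzyme; 0% = enzyme with DMSO and 100% = no enzyme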
# Target sequence (P9WHR9 whole entry, looked up, the tested form may be a part): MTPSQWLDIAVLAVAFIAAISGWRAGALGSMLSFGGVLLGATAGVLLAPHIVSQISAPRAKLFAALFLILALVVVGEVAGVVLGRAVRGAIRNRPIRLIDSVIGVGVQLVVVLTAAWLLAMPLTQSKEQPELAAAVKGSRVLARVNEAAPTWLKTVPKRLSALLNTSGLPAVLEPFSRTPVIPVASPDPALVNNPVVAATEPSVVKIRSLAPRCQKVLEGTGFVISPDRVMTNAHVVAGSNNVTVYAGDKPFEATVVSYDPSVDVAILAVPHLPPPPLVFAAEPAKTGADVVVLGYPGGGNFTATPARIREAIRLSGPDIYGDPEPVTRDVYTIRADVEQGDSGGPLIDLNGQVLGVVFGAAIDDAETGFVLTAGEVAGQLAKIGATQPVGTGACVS
# MazEF act: activators of E. coli MazEF toxin-antitoxin RNase | P0AE70 | 350,000 tested, 0.32% active | FAM/BHQ RNA-DNA oligo cleavage fluorescence, 5 h | activation, % at 20 µM; in the data active means activation above about 50%
# Target sequence (P0AE70 whole entry, looked up): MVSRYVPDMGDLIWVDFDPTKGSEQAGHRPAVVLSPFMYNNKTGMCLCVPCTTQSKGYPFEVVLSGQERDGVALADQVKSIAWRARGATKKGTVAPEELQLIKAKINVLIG
# BoNT-F LC inh: BoNT F light chain protease inhibition; Multiplex microsphere protease cleavage assay, flow cytometry; inhibition, % at 10 µM; 360,000 tested, 0.22% active; AID 588497; in the data active means inhibition above about 35%, passing the limit was not always enough; inconclusive means no clear call, values can overlap the other calls; further: plate controls were buffer without enzyme for full effect and enzyme alone for no effect
# SSB-PriA inh: inhibitors of Klebsiella pneumoniae PriA binding to SSB C-terminal tail. AlphaScreen SSBct-PriA binding, biotinylated peptide. 430,000 tested, 0.6% active. inhibition, % at 33 µM; in the data active means inhibition mostly above about 37%, no sharp cut-off; inactive means mostly below about 20%;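 further: plate controls were negative control peptide for no effect and reference peptide for full effect; strong numbers were not always called active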
# SARS 3CLpro inh: SARS-CoV 3CLpro protease inhibition. 290,000 tested, 0.14% active. inhibition, % at 6 µM. recombinant SARS-CoV 3CLpro, quenched FRET peptide cleavage; in the data active means inhibition above about 12%
# PrPC surface inh: inhibitors of human cell surface prion protein PrPC; P04156; TR-FRET read-out; inhibition, % at 13.8 µM; 370,000 tested, 0.43% active; AID 720596; in the data active means inhibition above about 24%; further: 0% = median of the test wells and 100% = reference compound wells
# BoNT-A LC inh2: inhibitors of Botulinum neurotoxin A light chain protease; multiplex microsphere protease substrate cleavage, flow cytometry; inhibition, % at 10 µM; 360,000 tested, 0.17% active; further: plate controls were buffer without enzyme for full effect and enzyme alone for no effect
# CCHFV vOTU inh: blocks the CCHF virus ovarian tumor domain protease. CCHFV vOTU protease, Pep-AMC fluorescence. inhibition, % at 11.5 µM. 370,000 tested, 0.55% active. AID 651958; in the data active means inhibition above about 30%; further: 0% = vehicle wells with enzyme and 100% = no enzyme wells
# * marks the source's active call; other numbers are inactive results; ? = inconclusive; . = not tested or not shown. Unless noted, no stated cut-off is given here; in the data, active means inhibition above about 30%; inconclusive means no clear call, values can overlap the other calls; inactive means below that. These rows are one share of the data. The share of hits here may be higher or lower than overall.
SMILES,Anthrax LF inh2,DUSP3 inh,Rv3671c inh,MazEF act,BoNT-F LC inh,SSB-PriA inh,SARS 3CLpro inh,PrPC surface inh,BoNT-A LC inh2,CCHFV vOTU inh
N#Cc1ncccc1CCc1cccc(Cl)c1,-4,.,-2,0,-5,-13,.,3,-0.3,-2
COc1cc2c(cc1OC)C1(CCCC1)CNC2c1ccc([N+](=O)[O-])cc1 (centres undefined),3,11,15,1,-10,6,-5,-10,-0.6,-6
Cc1[nH][nH]c(=O)c1C(c1ccc(-c2cccc(Cl)c2)o1)c1c(C)[nH][nH]c1=O,-9,13,-163,-10,-7,-1,6,.,0.5,.
Brc1ccc(OCCn2ccnc2)cc1,-6,20,1,2,-7,2,5,-7,0.3,-7
COc1ccc2c(c1OC)C(=O)N(c1ncn[nH]1)C2,-1,4,1,2,-16,-9,1,-2,-1.5,6
Cc1ccccc1-n1c(=O)cc(NCC2CCCO2)[nH]c1=O (centres undefined),-3,5,-4,3,-7,-4,2,-1,-0.3,-17
Cc1ccc(CC2(C)C(=O)Nc3c(Cl)cccc32)cc1 (centres undefined),0,.,.,.,1,.,.,6,0.1,-4
O=C(Nc1ccc(Cl)c(Cl)c1)Nn1cnnc1,3,13,.,6,4,-11,7,-3,1.4,-4
NC(=O)C1CCN(C(=O)COc2ccc(S(=O)(=O)NCc3ccccc3)cc2Cl)CC1,6,-8,-1,9,16,6,5,0,2.7,4
Cc1c(OC(=O)CNC(=O)OC(C)(C)C)ccc2c3c(c(=O)oc12)CCC3,-14,22,-10,-3,-1,-18,-1,-1,-0.3,-253
S=C(NCCCc1cnc[nH]1)NCCCN(Cc1ccc(Cl)c(Cl)c1)c1ccc(Br)cn1,-2,.,.,.,-17,.,.,-23,-0.4,-3
O=C1Nc2cc3c(cc2Sc2ccccc21)OCCO3,-3,0,3,1,-5,-14,-4,4,-0.1,29
CCC1(CC)NC(=O)N(CC(=O)OC(C)C(=O)Nc2ccccc2OC)C1=O (centres undefined),-3,.,-3,2,9,-9,.,0,9.9,-3
O=c1[nH]nc(Cc2ccc(Cl)cc2)c2ccccc12,3,18,-10,5,-7,-3,0,5,0.1,6
COc1cccc(-c2nc(CS(=O)(=O)CC(=O)Nc3cc(C)ccc3C)c(C)o2)c1,-7,30,-5,2,-2,0,1,2,-0.6,1
CCCN(CC(=O)Nc1ccc(F)c(F)c1F)C(=O)Cc1ccc(OC)c(S(=O)(=O)N2CCOCC2)c1,-3,.,.,-12,3,3,.,-1,-1.6,3
CC1=NC(=O)C(N=Nc2cccc(C(=O)O)c2)N1c1ccccc1 (centres undefined),-1,-25,2,-3,4,1,3,-13,0.2,10
COc1ccc(S(=O)(=O)N(C)C)cc1NC(=O)c1ccc(OCC(=O)N2CCOCC2)c(OC)c1,-3,.,11,3,9,-7,.,-3,-2.7,-7
O=C(/C=C/c1cccc(Cl)c1)Nn1c(-c2cccs2)nc2ccccc2c1=O,0,4,-89,-9,0,5,0,-5,0.4,-10
CCNc1nc(NCC)n2c(SCC(=O)Nc3ccc(OC)c(OC)c3)nnc2n1,3,.,-3,2,-1,3,.,-1,1.8,15
CCC(=O)N1CCCC(C)(C(=O)Nc2nccc3cccnc23)C1 (centres undefined),4,.,.,.,1,.,.,3,-0.4,7
Cc1ncsc1CCOC(=O)c1ccc(Cl)cc1,3,2,-6,-11,-9,-18,4,6,-0.9,-2
CCC1=NN2C(=N)/C(=C/c3ccc(OS(=O)(=O)c4ccccc4)cc3)C(=O)N=C2S1,-2,1,-21,-1,0,2,4,.,-0.6,.
COc1ccc(C(NC(=O)C2C3C=CC(C3)C2C(=O)O)c2ccccc2)cc1 (centres undefined),1,21,1,-15,0,-8,6,2,0.0,1
NC(=O)CSc1nc2ccc([N+](=O)[O-])cc2[nH]1,-2,8,4,5,-4,-6,1,-15,-0.6,-4
Cc1ccc(S(=O)(=O)N2CCCCC2)cc1NC(=O)CCc1nc2ccccc2c(=O)[nH]1,4,.,-6,-6,2,-7,.,-2,2.0,-1
O=C(NCC1CCCO1)c1ccccc1-c1nc(-c2ccc(F)cc2)no1 (centres undefined),-2,22,7,2,1,-6,-5,3,0.8,8
COc1ccc(C(=O)/C=C/c2ccc(OC3CSC3)cc2)cc1OC,1,-2,-2,-7,-1,19,2,-4,0.6,-5
O=C(CC1c2ccccc2Oc2ccccc21)N1CCN(c2ccccn2)CC1,2,26,7,-3,6,-10,1,11,0.4,0
CCCCC(=O)OCc1nc(N)nc(Nc2ccccc2C)n1,1,-4,-7,3,2,5,-1,-5,0.6,10

# Record cards, as listed above. Order of values: Anthrax LF inh2 | DUSP3 inh | Rv3671c inh | MazEF act | BoNT-F LC inh | SSB-PriA inh | SARS 3CLpro inh | PrPC surface inh | BoNT-A LC inh2 | CCHFV vOTU inh
# Record of `NC(=O)CSc1nc2ccc([N+](=O)[O-])cc2[nH]1` → -2 | 8 | 4 | 5 | -4 | -6 | 1 | -15 | -0.6 | -4
# Record of `COc1ccc(C(=O)/C=C/c2ccc(OC3CSC3)cc2)cc1OC` → 1 | -2 | -2 | -7 | -1 | 19 | 2 | -4 | 0.6 | -5

# A few values from the results shown:
# MazEF act with COc1cc2c(cc1OC)C1(CCCC1)CNC2c1ccc([N+](=O)[O-])cc1 (centres undefined) reads 1
# PrPC surface inh with CCCCC(=O)OCc1nc(N)nc(Nc2ccccc2C)n1 reads -5
# Anthrax LF inh2 with Cc1ccccc1-n1c(=O)cc(NCC2CCCO2)[nH]c1=O (centres undefined) reads -3

# The list goes on:
SMILES,Anthrax LF inh2,DUSP3 inh,Rv3671c inh,MazEF act,BoNT-F LC inh,SSB-PriA inh,SARS 3CLpro inh,PrPC surface inh,BoNT-A LC inh2,CCHFV vOTU inh
O=C(NC1CCCCC1)C(c1ccc(F)cc1)N(C(=O)c1csnn1)C1CCCC1 (centres undefined),2,12,5,4,-3,-3,-1,7,1.2,8
CCN(CC)CCCNC(=O)c1cc2nc3c(c(C(F)(F)F)n2n1)CCc1ccccc1-3,4,28,-3,13,7,-9,1,-20,-0.1,-2
CC(C)(C)SCCNC(=O)CN(c1ccccc1)S(=O)(=O)c1ccc(F)cc1,-2,5,-5,2,1,-7,0,6,-0.1,5
CC1CCc2c(sc(NC(=O)c3ccc(-c4ccccc4[N+](=O)[O-])o3)c2C#N)C1 (centres undefined),-2,-4,1,1,-2,0,6,4,0.2,-1
CC(=O)Nc1ccc(NC(=O)CCSCCc2ccccn2)cc1,-9,24,8,2,-15,6,-2,-3,-0.4,11
O=C1C=C(Nc2ccccc2O)c2ccccc2C1=O,-7,25,-112,-41,8,43,0,-26,0.7,97*
N#CCSc1nc(-c2ccccc2)nc2ccccc12,14,27,5,11,-1,-4,-2,-1,2.3,-12
CN(C)CCNc1c2c(nc3nnnn13)CCCC2,-7,-1,-3,13,-10,0,-1,2,-0.9,-11
O=C(CCc1nnc(CCc2ccccc2)o1)NC(c1cccnc1)C(F)(F)F (centres undefined),-1,21,3,0,5,-4,3,6,1.2,-1
CN(CC(=O)Nc1ccccc1)CC(=O)Nc1ccc(F)cc1,9,22,-6,3,-16,-17,5,8,-1.5,10
NC(=O)C1CCN(C(=O)CNC(=O)c2ccc(Br)o2)CC1,?,.,-2,2,-12,6,.,7,0.6,-4
CCn1c(=O)c2ccccc2n(Cc2cccc([N+](=O)[O-])c2)c1=O,21,9,2,0,23,-1,-1,-3,-1.8,4
COCCNC(=O)C1(C)Cc2c(-c3ccc4c(c3)OCO4)ccnc2O1 (centres undefined),-2,.,.,.,-5,.,.,10,-0.7,9
Cc1ccc(N2C(=O)C3ON(c4ccccc4)C(CC(C)C)C3C2=O)cc1 (centres undefined),-19,9,3,-4,?,8,0,3,?,9
CCOC(=O)[C@H]1[C@H]2COc3ccc(Br)cc3[C@@H]2N2C(=O)[C@H](C)NC(=O)[C@@]12C,-5,.,3,6,-6,-16,.,3,0.2,-6
CCOC(=O)c1c(COC(=O)c2ccco2)nc2ccccc2[n+]1[O-],1,-1,1,10,-10,-9,-5,-14,1.4,1
CCCCCC(=O)N1C[C@@H](n2cc(-c3ccc(F)cc3)nn2)[C@H](O)C[C@@H]1c1ccc(C)cc1,-10,.,.,-4,-5,.,.,2,0.0,21
CC1(C)C(=O)Nc2ccccc2N1C(=O)COC(=O)CNS(=O)(=O)c1ccc(Br)cc1Cl,7,.,.,-8,0,-14,.,3,2.1,7
Cc1ccc(C(=O)Nc2ccc(Nc3ccccc3)cc2)c(Cl)c1,4,14,1,23,-3,-2,6,11,1.1,5
CCc1noc(C)c1C(=O)Nc1cc(C(F)(F)F)ccc1-n1cncn1,.,.,-1,3,.,-16,.,-1,.,-2
O=C(NCC1CCCO1)C1CC1(c1ccccc1)c1ccccc1 (centres undefined),1,25,-6,9,1,-7,1,-1,-0.5,1
COc1cccc(NC(=O)CN2CCN(S(=O)(=O)c3ccc(C(C)C)cc3)CC2)c1,1,12,-2,0,-2,4,1,-2,-0.5,3
C[C@H]1CCCCO[C@H](CN(C)CC2CCCCC2)[C@@H](C)CN([C@@H](C)CO)C(=O)c2cc(NS(=O)(=O)c3ccccc3)ccc2O1,1,.,.,4,1,.,.,-20,0.3,9
COc1cccc(CC(Cc2nc3ccccc3[nH]2)c2nc3ccccc3[nH]2)c1 (centres undefined),8,-10,-8,-16,-6,4,1,0,-0.2,1
N#Cc1ccc(OC(=O)c2cnccn2)cc1,8,-3,0,4,-13,-3,2,4,-2.0,-7
COc1ccccc1-c1c(C)oc2c(CN3CCN(C)CC3)c(O)ccc2c1=O,-2,8,15,6,-2,-9,2,1,?,-176
O=C(COC(=O)CC1SC(N2CCCC2)=NC1=O)Nc1ccc(Br)cc1 (centres undefined),-5,.,.,1,0,-6,.,-8,3.1,1
O=C(NC1CCCC1)C(c1cccs1)N(Cc1ccco1)C(=O)Cn1nnc(-c2cccs2)n1 (centres undefined),-1,20,-7,-6,6,7,-1,8,-0.1,4
CCOc1ccc2c(c1)c(N=O)c(O)n2C,-1,-2,-10,3,-3,2,1,-14,0.0,0
Cc1cc([N+](=O)[O-])nn1CC(=O)NC(C)c1ccccc1 (centres undefined),15,-6,-2,8,2,6,0,-8,0.5,8
COc1cc(CCCN2C(N)=NC[C@@H]2c2ccccc2)cc(OC)c1OC,-9,7,5,8,7,3,.,4,0.0,-9
COc1ccc(Cl)cc1NC(=O)Nn1cnnc1,-2,16,-8,2,-2,-25,12,-6,-0.5,5
CCOC(=O)c1ccc(N2C(=O)CC(Nc3ccc(O)cc3)C2=O)cc1 (centres undefined),-8,17,13,7,1,6,-2,0,-1.1,14
COCCNC(=O)C1(C)CCN(C(=O)c2cc(C)n(C(C)(C)C)n2)C1 (centres undefined),-2,.,.,.,2,.,.,-6,-0.5,-4
COc1ccccc1/C=C/C=N/n1c(-c2n[nH]c3c2CCC3)n[nH]c1=S,-4,20,-5,10,-4,.,-3,6,0.5,7
C/C(=N\NC(=O)CCCOc1ccc(Cl)cc1C)c1ccc(C)o1,-1,2,1,-8,-6,.,7,0,0.1,6
O=C(Nc1ccc(-n2ccc(C(F)(F)F)n2)cc1)c1cccs1,-1,6,-8,-2,-4,-6,7,0,-3.7,7
Cc1ccn2c(NC(=O)c3ccccc3)c(-c3cccs3)nc2c1,-11,30,-4,-19,0,9,1,-3,3.6,-5
COc1ccc(Cn2nnnc2C(c2cc(OC)ccc2OC)N2CCC(C(N)=O)CC2)cc1 (centres undefined),0,-9,0,-9,-33,7,-4,5,-2.0,0
CCOc1ccc(/C=N/NC(=O)C(C)Sc2ccccn2)cc1OCC (centres undefined),-2,15,-14,-8,-10,.,0,12,0.2,20
Cc1ccc2nc(Cl)c(C3CC(c4ccco4)=NN3C(=O)CCCC(=O)O)cc2c1 (centres undefined),-6,35,6,-11,-10,-21,2,2,-0.8,-8
